UBC9 SUMO inh: blocks human SUMOylation mediated by UBC9. P63279. 290,000 compounds, 0.36% hits. HTRF SUMOylation assay, SAE1/SAE2 + UBC9, in vitro. inhibition, % at 35 µM; in the data active = inhibition above about 50%, passing the limit was not always enough; note: strong numbers were not always called active
Target sequence (P63279 whole entry, looked up): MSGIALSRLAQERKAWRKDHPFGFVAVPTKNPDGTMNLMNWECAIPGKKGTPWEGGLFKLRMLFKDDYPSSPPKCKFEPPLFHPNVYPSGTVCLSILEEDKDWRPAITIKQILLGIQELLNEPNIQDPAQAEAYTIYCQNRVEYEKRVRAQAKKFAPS
MEKK2mut PB1 HTS: signal of MEK5 binding to mutant human MEKK2 PB1 domain. bead flow cytometry, Alexa488-MEK5 binding to MEKK2 mutant. AID 1530. 290,000 compounds, 0.35% hits. percent response, % at 10 µM; in the data active = percent response above about 24%, passing the limit was not always enough; note: inactives centre near 1; some results filed as inactive read as strong as hits
GalR3 antagonist: blocks the human galanin receptor 3 | O60755 | HEK293 GalR3-CNG cAMP membrane potential fluorescence; galR3 body fused to GalR1 C-terminus | inhibition, % at 3 µM | 360,000 compounds, 0.44% hits;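 active = inhibition above the screen-wide average plus 3 SD, cut at about 13% in these data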;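 note: forskolin and galanin both at EC90 stimulate the cells; cAMP rise reported by CNG channel membrane potential dye signal; 0% = forskolin plus galanin with DMSO and 100% = forskolin alone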
Target sequence (O60755 1-299 limits assumed): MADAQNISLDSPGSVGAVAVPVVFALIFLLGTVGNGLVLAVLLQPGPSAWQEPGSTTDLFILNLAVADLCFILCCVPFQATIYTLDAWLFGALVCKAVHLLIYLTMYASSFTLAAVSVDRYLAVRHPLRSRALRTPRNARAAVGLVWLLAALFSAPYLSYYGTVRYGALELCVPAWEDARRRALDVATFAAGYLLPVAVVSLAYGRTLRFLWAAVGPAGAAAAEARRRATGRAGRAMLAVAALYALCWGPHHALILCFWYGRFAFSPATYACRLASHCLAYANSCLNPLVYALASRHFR
CRFR2-BP antag: CRF-BP/CRF-R2 complex antagonism | AID 588475 | 350,000 compounds, 0.59% hits | HEK293 CRF-R2/CRF-BP, CRF-induced calcium fluorescence | inhibition, % at 11.8 µM;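 active = inhibition of the ligand-induced calcium signal above about 50% at the single tested concentration, limit read from the data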
MEKK3 PB1 HTS: modulators (inhibitors or enhancers) of MEK5 binding to human MEKK3 PB1 domain; Q99759; bead-based flow cytometry, Alexa488-MEK5 binding to MEKK3; actives lie on both sides; 0 = blocked by unlabeled MEK5, 100 = vehicle; binding response (% of control), % at 10 µM; 290,000 compounds, 1.4% hits; AID 1529;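 active = binding response more than 3 SD above or below the average of its plate-row segment, actives on both sides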;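 note: Alexa488 bead fluorescence after subtracting the streptavidin-only scavenger bead signal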
Target sequence (Q99759 whole entry, looked up, the tested form may be a part): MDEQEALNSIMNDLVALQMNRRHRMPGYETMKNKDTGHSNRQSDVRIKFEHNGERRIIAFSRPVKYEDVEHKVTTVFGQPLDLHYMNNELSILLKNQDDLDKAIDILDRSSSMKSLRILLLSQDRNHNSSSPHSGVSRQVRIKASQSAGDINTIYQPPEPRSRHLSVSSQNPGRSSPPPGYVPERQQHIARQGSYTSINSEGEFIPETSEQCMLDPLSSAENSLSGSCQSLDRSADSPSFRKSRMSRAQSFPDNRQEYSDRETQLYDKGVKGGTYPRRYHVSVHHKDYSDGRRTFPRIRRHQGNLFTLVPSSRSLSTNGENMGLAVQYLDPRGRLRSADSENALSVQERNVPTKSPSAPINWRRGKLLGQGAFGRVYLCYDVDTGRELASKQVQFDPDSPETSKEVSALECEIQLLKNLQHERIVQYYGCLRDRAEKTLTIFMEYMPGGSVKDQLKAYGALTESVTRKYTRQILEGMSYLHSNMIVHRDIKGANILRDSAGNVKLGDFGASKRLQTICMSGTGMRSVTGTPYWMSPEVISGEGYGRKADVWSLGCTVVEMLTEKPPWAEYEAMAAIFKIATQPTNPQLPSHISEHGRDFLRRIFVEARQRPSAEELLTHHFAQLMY
MEKK2wt PB1 HTS: raises or lowers MEK5 binding to wildtype human MEKK2 PB1 domain | 290,000 compounds, 1.1% hits | binding response (% of control), % at 10 µM | Q9Y2U5 | AID 1531 | bead flow cytometry, Alexa488-MEK5 binding to MEKK2 WT; actives lie on both sides; in the data active = binding response below about 67% or above about 130%
DNA FID counter: displaces DNA intercalator in HCV helicase counter-screen. inhibition, % at 7.9 µM. DNA fluorescent intercalator displacement, fluorescence. AID 1845. 290,000 compounds, 0.17% hits; in the data active = inhibition above about 37%;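 note: 0% = vehicle and 100% = reference compound; higher means more ethidium bromide displaced from hairpin DNA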
CRFBP-R2 agonist: CRF-BP/CRF-R2 complex agonism | HEK293 CRF-R2/CRF-BP, calcium dye fluorescence (FLIPR); percent of saturating CRF peptide response | activation, % at 13.2 µM | 350,000 compounds, 0.46% hits | AID 588473;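 active = activation of at least 50%, plus an integration ratio under a set limit after plate pattern correction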;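 note: plate controls were neutral control wells without compound for no effect and CRF at EC100 for full effect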
NS3 helicase inh: inhibitors of Hepatitis C virus NS3 helicase; NS3 helicase DNA unwinding, Cy5 molecular beacon fluorescence; AID 1800; 290,000 compounds, 0.56% hits; inhibition, % at 10.9 µM;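 active = inhibition above the mean of all tested compounds plus 3 SD, set per campaign, cut at about 35% in these data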;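 note: 0% = DMSO wells and 100% = thioflavine S control wells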
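Control set: DMSO versus 110 µM thioflavine S; Material: NS3 helicase fragment of HCV; Measured by: Cy5 fluorescence at 0 and 60 min, beacon hairpin quenching; Read-out basis: percent inhibition from t60/t0 fluorescence ratio; Times: reaction time 60 min, 25 °C; Repeats: single replicate; Compound dosing: single dose, 10.9 µM nominal final, DMSO 0.8% final.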
Starred values were filed as active, the others as inactive; nt = not tested or not shown. These rows are one share of the data; rates above refer to the full screens.

Order of results: UBC9 SUMO inh, MEKK2mut PB1 HTS, GalR3 antagonist, CRFR2-BP antag, MEKK3 PB1 HTS, MEKK2wt PB1 HTS, DNA FID counter, CRFBP-R2 agonist, NS3 helicase inh
COc1ccc2nc(NC(=O)c3ccccc3C(=O)O)sc2c1
    -4, 1, -8, -11, 106, 104, -1, 1.5, -18
COc1ccc(CNS(=O)(=O)c2ccc(S(=O)(=O)N3CCCCC3)cc2)cc1
    11, 1, 2, 5, 103, 102, nt, 0.1, nt
COc1ccc([N+](=O)[O-])cc1NC(=O)c1ccco1
    4, -5, -7, 11, 101, 104, -1, -1.0, 7
COc1cc(-n2c(=O)c3ccccc3n(Cc3cccnc3)c2=O)cc(OC)c1OC
    nt, 3, 4, 12, 97, 99, -3, 3.2, -9
COc1ccccc1-n1cnnc1SC1CCOC1=O (stereo not drawn)
    24, 1, -2, -1, 98, 101, 0, 1.3, 1
CC(Sc1nnc(CNC(=O)c2ccco2)n1C)C(=O)Nc1nccs1 (stereo not drawn)
    -1, -5, -6, 4, 102, 99, -9, 1.0, 13
CCNC(=O)NC(=O)C(C)OC(=O)C1CCN(S(=O)(=O)c2ccccc2F)CC1 (stereo not drawn)
    -12, -1, 1, 24, 108, 110, -20, 1.7, -3
COc1ccc(N=c2oc3cc(O)ccc3cc2C(=O)NCC2CCCO2)cc1 (stereo not drawn)
    10, 2, -6, 14, 100, 99, 1, -1.8, 7
O=C(N/N=C/c1c[nH]c2ccccc12)c1cc(Cl)ccc1O
    -11, 0, -12, -16, 100, 103, 14, 4.5, 20
COc1ccc(-c2cc3ccccc3oc2=O)cc1NC(=O)c1ccc(Br)o1
    12, 0, -2, 24, 99, 98, -2, 1.4, -4
CCOC(=O)c1sc(N2C(=O)C(O)=C(C(=O)c3ccc(C)o3)C2c2cccc([N+](=O)[O-])c2)nc1C (stereo not drawn)
    -3, 8, 3, 6, 105, 105, -15, -0.7, 1
Cc1nn(Cc2ccccc2)c(C)c1CCC(=O)O
    7, -1, -3, 23, 96, 97, -6, -0.1, -5
O=C(CSc1ccccn1)Nc1ccc2c(c1)OCO2
    1, -27, -2, 7, 86, 92, 0, -1.4, -8
CC12CCC(C(=O)N/N=C/c3ccc(O)cc3)(OC1=O)C2(C)C (stereo not drawn)
    7, -13, -1, 0, 88, 92, -7, 8.0, -23
CCOc1ccc(NC(=O)C(C)Oc2ccccc2C(=O)Nc2ccc(C)c(Cl)c2)cc1 (stereo not drawn)
    -4, 4, -9, -12, 91, 131, 2, 0.4, -3
Cn1c(SCC(=O)Nc2ccc(Br)cn2)nnc1C1CC1
    9, 9, 1, 1, 108, 115, -10, -0.8, 6
Cc1ccc(-c2nn3c(C)nnc3c3ccccc23)cc1S(=O)(=O)N(C)CCO
    5, 8, -6, -3, 104, 106, -21, -0.1, -5
O=C(Nc1ccc(S(=O)(=O)Nc2ncccn2)cc1)C1COc2ccccc2O1 (stereo not drawn)
    5, 1, -6, -12, 101, 104, -9, 0.2, 9
CCc1c(C(=O)OCc2ccccc2)[nH]c(C)c1C
    4, -7, -3, -1, 90, 99, -15, -0.9, -3
N#CCc1c(C#N)c(N)nc(N2CCN(Cc3ccc4c(c3)OCO4)CC2)c1C#N
    1, nt, -7, -19, nt, nt, -3, 6.2, -16

The final 3 records of the section above come first, to join the parts:
Order of results: UBC9 SUMO inh, MEKK2mut PB1 HTS, GalR3 antagonist, CRFR2-BP antag, MEKK3 PB1 HTS, MEKK2wt PB1 HTS, DNA FID counter, CRFBP-R2 agonist, NS3 helicase inh
O=C(Nc1ccc(S(=O)(=O)Nc2ncccn2)cc1)C1COc2ccccc2O1 (stereo not drawn)
    5, 1, -6, -12, 101, 104, -9, 0.2, 9
CCc1c(C(=O)OCc2ccccc2)[nH]c(C)c1C
    4, -7, -3, -1, 90, 99, -15, -0.9, -3
N#CCc1c(C#N)c(N)nc(N2CCN(Cc3ccc4c(c3)OCO4)CC2)c1C#N
    1, nt, -7, -19, nt, nt, -3, 6.2, -16
CCOc1ccc(NC(=S)N=Nc2c(O)[nH]c3ccccc23)cc1
    -43, -14, 3, 25, 84, 86, -1, -4.0, -2
CC(C(=O)O)n1cc(Cl)cn1 (stereo not drawn)
    6, 4, 8, 2, 100, 96, -8, 3.0, 12
Cc1ccc(C(=O)N/C(=C\c2cccs2)C(=O)NCCc2c[nH]c3ccccc23)cc1C
    -26, 1, -5, -1, 100, 98, -19, 1.2, 10
Cc1cccc2nc(CSc3ccccc3N)cn12
    nt, 2, -6, -21, 107, 107, -3, -2.3, 5
CN(C)c1cccc(C(=O)Nc2ccc3nc4n(c(=O)c3c2)CCCCC4)c1
    -20, 12, -1, 0, 104, 107, -20, -2.3, -4
COc1ccc(CNC(=O)CCOc2ccc(C(C)(C)C)cc2)cc1
    8, -1, 2, -1, 100, 98, -19, 0.5, 5
CCc1cc(C(=O)N=Nc2c(O)[nH]c3ccc([N+](=O)[O-])cc23)c2ccccc2n1
    21, -1, -2, 12, 101, 102, 7, -1.2, 18
O=C(Cc1c(Cl)cccc1Cl)Nc1ccc(S(=O)(=O)Nc2ncccn2)cc1
    18, -1, -6, -7, 101, 105, -13, -1.6, 6
COc1ccc(OC)c(NC(=O)CSc2ccc(-c3ccco3)nn2)c1
    34, 11, -3, 9, 106, 111, -37, -0.7, 45*
CCn1nnnc1SCC(=O)NCc1ccco1
    2, 9, 0, 10, 117, 108, -4, 2.7, 2
S=c1[nH]nc(-c2ccccn2)n1/N=C/c1cccc2ccccc12
    8, -2, 2, 8, 98, 96, -2, -0.1, 0
CN1CCN(CC(=O)Nc2ccc(Cl)cc2Cl)CC1
    8, 0, -9, -7, 100, 100, 1, -0.6, 2
Cc1ccc(CNc2ccc(N3CCOCC3)cc2)cc1
    4, 3, -7, 44, 102, 103, -4, -1.8, 4
COC(C/C=C/[C@H](O)[C@@H](C)OCc1ccccc1)OC
    nt, -5, -6, 24, 99, 94, nt, 0.0, nt
Cn1nnc(NC(=S)NC(=O)c2cc3ccccc3o2)n1
    14, 2, 6, 4, 98, 98, -2, 1.4, -4
CCn1c(SCC(=O)N2CCOCC2)nc2c(c1=O)SC(C)C2 (stereo not drawn)
    -5, 0, -3, -3, 99, 99, 1, 2.5, 8
COc1ccc2nc(NC(=O)CSc3nnnn3C3CCCCC3)sc2c1
    -24, -1, 0, -27, 101, 99, -5, 1.4, -2
CCCc1nc2n[nH]c(N)c2c2c1CCCC2
    3, 4, 3, -10, 102, 105, -10, -1.7, -4
O=C(COc1ccc2c(c1)CCC2)NCc1ccc(Cl)cc1
    -2, 0, -4, 9, 96, 98, -23, -5.1, -11
c1cncc(-c2nnc(C3CCCCC3)o2)c1
    -1, -5, -5, -1, 95, 95, -1, 0.0, 5
O=C(Nc1ccc2c(c1)OCCO2)c1ccc(Cl)c(S(=O)(=O)N2CCOCC2)c1
    3, 5, -7, -42, 104, 102, -14, 6.2, -3
COc1ccc2cc3cc(C(=O)N4CCN(Cc5ccc6c(c5)OCO6)CC4)oc3nc2c1
    18, nt, -4, 5, nt, nt, -5, 1.8, -7
CCn1cc(C(=O)OC(C)C(=O)Nc2c(C)n(C)n(-c3ccccc3)c2=O)c(=O)c2ccc(C)nc21 (stereo not drawn)
    17, -1, 2, 13, 99, 98, -28, -1.3, 4
Cc1ccc(Nc2nc(CSc3nnc(-c4cccnc4)n3-c3ccccc3C)cs2)cc1
    1, 0, -4, -24, 96, 103, -28, -4.9, -5
Cc1nn(S(=O)(=O)c2ccccc2)c(C)c1Sc1ccc([N+](=O)[O-])cc1
    -6, 3, -9, -6, 103, 100, -2, 0.4, -6
Fc1cccc(-c2nn[nH]n2)c1
    5, 7, 0, 0, 107, 106, 2, 0.4, 7
NC1=NC(=O)/C(=C\C=C\c2ccccc2)S1
    -17, 0, 0, 1, 125, 106, -10, -2.1, 11
O=c1c2ccccc2[nH]c2ccccc12
    -3, -2, 0, 9, 92, 98, 4, 0.1, -3
CC1CCC2(CC1)NC(=O)N(CC(=O)Nc1sc3c(c1C(N)=O)CCC3)C2=O (stereo not drawn)
    36, -10, 8, -32, 85, 74, -11, 2.4, 0
CN1CCN(CCCc2c3c(cc4c2CCC4)CCC3)CC1
    -5, 11, -2, 3, 99, 108, 12, 0.0, -12
COC(=O)c1c([N+](=O)[O-])c(OC)c(OC)c(OC)c1[N+](=O)[O-]
    18, -2, -6, 20, 116, 97, 2, 0.4, -5
C[N+]1(CC(=O)Nc2ccccc2Cl)CCN(C(=O)c2cccs2)CC1
    6, 4, 0, 18, 101, 106, 0, -0.8, 0
Cc1cccc(C(=O)c2cccc(C)c2)c1
    -16, -3, -1, 7, 93, 92, -2, 1.8, 3
COc1cc2[nH]c(=O)n(CCCCCC(=O)N3CC=C(c4ccccc4)CC3)c(=O)c2cc1OC
    -9, -1, -5, -6, 101, 100, -10, 0.7, 3
Cc1ccc(CSCC(=O)NN=C2CCN(C)CC2)cc1
    -8, -2, 3, 3, 94, 99, -15, 0.4, 7
CC1CCCCN1c1cc(C#N)c(C#N)cc1[N+](=O)[O-] (stereo not drawn)
    14, 3, -6, 13, 102, 103, -1, 0.1, -8
CN(C)CCCNS(=O)(=O)c1ccc(Oc2ncc(C(F)(F)F)cc2Cl)cc1
    14, 0, -1, -18, 103, 108, 17, 0.2, -15
COc1cc(/C=N/N2CCCCC2)cc(OC)c1O
    -3, 5, -5, 3, 101, 106, -2, 0.8, -1
CC(C)C(=O)N1CCN(c2ccc(NC(=S)NC(=O)c3cc4ccccc4o3)cc2)CC1
    -1, -3, -2, -11, 101, 99, -12, 0.7, -8
C=CCNC(=O)c1cc2c(=O)c3ccccc3oc2nc1C
    17, 4, 0, -23, 100, 100, -1, 4.2, 2
CCS(=O)(=O)N1CCCC(C(=O)N2CCc3ccccc3C2)C1 (stereo not drawn)
    0, nt, 0, 0, nt, nt, -5, -2.2, 0
Cc1cccc(NC(=O)c2sc3nc(N)c(C#N)cc3c2N)c1
    2, 0, -4, 3, 92, 97, -4, -1.3, -2
N#C/C(=C/c1ccc(N2CCCCC2)cc1)c1cccc(F)c1
    -10, 1, -1, -66, 104, 100, 0, 6.3, -4
Cc1nc2sccn2c(=O)c1S(=O)(=O)N1CCN(c2ccc(F)cc2)CC1
    5, 0, nt, 4, 102, 103, -17, -2.4, 1
CCc1cccc(C)c1NC(=O)C1CCN(c2nn3c(=O)cc(C)nc3s2)CC1
    -1, -1, -4, 41, 100, 101, -18, -0.9, 8
O=C(N/N=C/c1cc(Cl)cc([N+](=O)[O-])c1O)C1CC1
    21, 1, 1, 5, 100, 98, -1, -1.6, 12
CCCCCC(=O)NC(=S)NNC(=O)c1ccc([N+](=O)[O-])cc1
    -7, 3, -1, 41, 97, 98, 7, 96*, -5
CCC(C)(C(=O)NC1CCCC1)N(CC1CCCO1)C(=O)c1ccc2c(c1)OCO2 (stereo not drawn)
    20, 1, -7, -1, 104, 103, -30, -1.5, 20
CCC(=O)Nc1ccc2c(c1)nc1n2CCSC1
    27, 6, -4, -14, 105, 105, -4, 0.3, 3
Cc1ccc(NS(=O)(=O)c2cc(C(=O)N3CCOCC3)ccc2C)cc1
    1, 2, -4, -12, 98, 97, -8, 0.2, -5
CCOc1ccc(CNC(=O)C2CCN(C(=O)N3CC(C)Oc4ccccc43)CC2)cc1 (stereo not drawn)
    9, 3, nt, 7, 100, 98, -51, -0.3, 4
CN(CC(=O)Nc1ccc(Cl)cc1)CC(=O)Nc1cc(Cl)ccc1C#N
    7, 2, -10, 8, 101, 100, -16, 5.8, -4
